RXFP1 antagonist: qHTS Assay for Antagonists of the Relaxin Receptor RXFP1. Relaxin receptor 1 (Homo sapiens), Q9HBX9. HEK293-RXFP1, relaxin-stimulated cAMP HTRF, 30 min; active compounds read low. activity change, negative = inhibition, % at 57.5 µM. hit rate 0.59% among 350,000;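 active means activity change of -60% or lower, but not beyond a set lower limit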; further: on the % scale 0 is the no-effect control and ±100 the full control effect
D1 PAM: Potentiators of Human D1 Dopamine Receptor: qHTS. D(1A) dopamine receptor (Homo sapiens), P21728. HEK293 TREx D1 cells, calcium flux, dopamine EC20 potentiation. potentiation, % at 10 µM. hit rate 0.036% among 360,000; in the data active means potentiation above about 30%; further: 0% is about no effect
D1 antag: Antagonist of Human D 1 Dopamine Receptor: qHTS; HEK293 TREx D1 cells, calcium flux, dopamine EC80; active compounds read low; activity change, negative = inhibition, % at 10 µM; AID 504652, 2011; D(1A) dopamine receptor (Homo sapiens), P21728; hit rate 3.2% among 360,000; in the data active means activity change below about -30%; further: on the % scale 0 is the no-effect control and ±100 the full control effect
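Inducible Hek293 Trex D1 cells (tetracycline, overnight, 30 C). Calcium dye 30–90 min RT. Antagonist mode: EC80 dopamine added after 180 s compound read.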
D2 agonist: HTS Assay for Allosteric Agonists of the Human D2 Dopamine Receptor: Primary Screen for Agonists | AID 485358, 2010 | D(2) dopamine receptor (Homo sapiens), P14416 | activation, % at 2 µM | HEK293 T-REx D2 cells, calcium flux agonist mode | hit rate 0.53% among 340,000;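 active means activation over 3 SD above normal in the single-dose calcium agonist read, cut at about 30% in these data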; further: 0% is about no effect
Target sequence (P14416 whole entry, looked up): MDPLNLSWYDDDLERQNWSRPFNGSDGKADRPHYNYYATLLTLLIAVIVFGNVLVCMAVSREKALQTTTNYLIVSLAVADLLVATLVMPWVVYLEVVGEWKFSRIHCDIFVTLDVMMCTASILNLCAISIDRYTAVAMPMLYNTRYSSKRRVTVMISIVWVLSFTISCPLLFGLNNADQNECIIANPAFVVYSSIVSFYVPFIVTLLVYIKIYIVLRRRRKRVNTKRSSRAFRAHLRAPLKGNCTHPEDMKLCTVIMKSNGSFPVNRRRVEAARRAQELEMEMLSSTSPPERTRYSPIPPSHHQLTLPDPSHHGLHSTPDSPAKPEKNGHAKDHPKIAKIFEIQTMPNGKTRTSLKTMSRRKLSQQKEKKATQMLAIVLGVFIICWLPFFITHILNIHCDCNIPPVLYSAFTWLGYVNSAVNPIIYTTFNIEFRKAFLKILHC
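Agonism scored from kinetic calcium signal (1 read/sec, 180 s) following compound pin transfer, after a 10 s baseline. Cells: HEK293 Trex line expressing inducible D2 receptor coupled to calcium, dye-loaded after overnight culture at 30 C.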
TRHR enhancer: qHTS for Small Molecule Agonists and Allosteric Enhancers of Human TRH Receptor: Primary Screen for Enhancers; enhancement, % at 2 µM; Thyrotropin-releasing hormone receptor (Homo sapiens), P34981; TRHR cells, fluo-8 calcium fluorescence, EC20 TRH enhancement; hit rate 0.66% among 360,000; in the data active means enhancement above about 30%; further: 0% is about no effect
Target sequence (P34981 whole entry, looked up): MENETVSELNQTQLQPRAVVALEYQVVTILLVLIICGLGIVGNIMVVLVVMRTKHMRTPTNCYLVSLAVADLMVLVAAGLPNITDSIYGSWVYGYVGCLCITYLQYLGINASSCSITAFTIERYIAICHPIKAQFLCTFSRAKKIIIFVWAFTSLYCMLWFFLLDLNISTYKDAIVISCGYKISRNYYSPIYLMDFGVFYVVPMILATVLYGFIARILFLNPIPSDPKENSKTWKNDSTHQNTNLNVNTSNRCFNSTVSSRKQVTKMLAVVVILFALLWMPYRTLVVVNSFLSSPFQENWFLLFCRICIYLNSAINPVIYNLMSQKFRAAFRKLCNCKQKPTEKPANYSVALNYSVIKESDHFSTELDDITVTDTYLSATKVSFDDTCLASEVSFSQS
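TRHR-expressing cells loaded with fluo-8 calcium dye were read kinetically (ex 480/em 530) during compound addition, then stimulated with an EC20 of TRH (10 nM final). Enhancement of the Gq-mediated intracellular calcium response was scored.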
D2 antag: HTS Assay for Allosteric Antagonists of the Human D2 Dopamine Receptor: Primary Screen for Antagonists; inhibition, % at 10 µM; AID 485344, 2010; hit rate 2% among 340,000; HEK293 TREx D2 cells, calcium flux, dopamine EC80; in the data active means inhibition above about 30%; further: 0% is about no effect
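Read-out: kinetic calcium fluorescence (1 cycle/s) in inducible HEK293 T-REx D2 cells after an EC80 dopamine addition that followed 180 s compound preincubation. Loss of the dopamine response indicates antagonism.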
RXFP1 ag: qHTS Assay for Agonists of the Relaxin Receptor RXFP1 | HEK293T-RXFP1 cAMP TR-FRET, 30 min; response scale: percent of porcine relaxin response, buffer zero | Relaxin receptor 1 (Homo sapiens), Q9HBX9 | hit rate 0.3% among 370,000 | Potency, µM (titrated, usually from 57.5 µM), without a hit: top-dose activation, usual class: activators; active means well fitted activation curve with a large enough effect; further: potency means the concentration at half of the fitted maximal effect; on the % scale 0 is the no-effect control and ±100 the full control effect; nearly all actives have a fitted effect of over 60% in size; many of its hits are not listed in these tables
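HEK293 cells stably expressing RXFP1, treated 30 min at 37C with compounds plus PDE4 inhibitor Ro 20174; cAMP measured by HTRF TR-FRET. Normalized to buffer and 29 nM porcine relaxin; EC50 by Hill fit.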
D2 potentiator: HTS Assay for Positive Allosteric Modulators of the Human D2 Dopamine Receptor: Primary Screen for Potentiators; hit rate 0.34% among 340,000; D(2) dopamine receptor (Homo sapiens), P14416; potentiation, % at 10 µM; AID 485347, 2010; HEK293 T-REx D2, calcium flux, EC20 dopamine potentiation;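 active means potentiation over 3 SD above the plate norm, cut at about 30% in these data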; further: 0% is about no effect
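Cells plated with tetracycline inducer and held overnight at 30 C; calcium dye loaded 30–90 min at room temperature; baseline taken, compound added and read 180 s; EC20 dopamine then added and read 180 s.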
D1 ag: Allosteric Agonists of the Human D1 Dopamine Receptor: qHTS. D(1A) dopamine receptor (Homo sapiens), P21728. HEK293 T-REx D1 cells, calcium flux, agonist mode. activation, % at 2 µM. hit rate 1% among 360,000. AID 504660, 2011; in the data active means activation above about 30%; further: 0% is about no effect
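Tetracycline-induced HEK293 TREx D1 cells, force-coupled to calcium signalling, were dye-loaded with a no-wash calcium kit. Compound was pin-added after a 10 s baseline. Fluorescence was read kinetically at 1 cycle/s for 180 s, with calcium rises flagged as agonism.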
* hit, by the source's call; . = no result given; & = joins results of further samples. The list is partial, so the mix of outcomes need not match the whole.

SMILES | RXFP1 antagonist | D1 PAM | D1 antag | D2 agonist | TRHR enhancer | D2 antag | RXFP1 ag | D2 potentiator | D1 ag
CCOC(=O)N1CCC(NC(=O)c2cccc3c2C(=O)N(CCOC)C3)CC1 | -8 | . | -7 | 0.1 | 8 | -10 | 1.4% | 9 | 2
c1cc2ccc3ccc(CN4CCOCC4)c4ccc(c1)c2c34 | 4 | 5 | 5 | -0.1 | 4 | -31 | -2.7% | -15 | 2
CCCCCCCOC(=O)c1ccc(OC(=O)c2cccnc2)cc1 | -14 | 0 | -5 | . | 1 | . | 7.6% | . | 8
COc1cc(C=O)ccc1OCCCCOc1ccccc1[N+](=O)[O-] | -14 | -4 | -24 | . | 0 | . | 2.4% | . | 8
O=C(COc1ccc(S(=O)(=O)NC2CCCCC2)cc1)N1CCN(c2ccc(F)cc2)CC1 | -6 | -8 | -30* | 0.7 | -1 | -2 | 2.1% | 0 | 10
Cc1ccc(CSc2nc(=O)c3c(C)cc(C)nc3n2C2CC2)cc1 | -62* | 1 | 1 | -5.0 | -1 | . | 9.9% | 0 | 1
Cc1ccc(C)c(OCCC(=O)N2CCN(S(=O)(=O)c3cc(F)ccc3F)CC2)c1 | -4 | -8 | 4 | 0.1 | 2 | -10 | -1.2% | -10 | 3
CC1(c2ccc3ccccc3c2)NC(=O)N(CC(=O)N2CCN(c3ccccc3O)CC2)C1=O (configuration not stated) | -4 | 0 | 0 | 0.1 | 7 | 7 | 2.5% | 9 | 2
CCCN(CCC)CCNC(=O)C1CCCN(S(=O)(=O)c2ccc3c(c2)oc(=O)n3C)C1 (configuration not stated) | 1 | 1 | 0 | 0.3 | 0 | 8 | 3.6% | -25 | 1
CCOC(=O)c1cccc(NC(=O)CCn2nc(C)c(S(=O)(=O)N3CCCCC3)c2C)c1 | 6&-5 | -7&-1 | -4&-15 | 0.1&0.5 | -6&0 | 0 | -1.3%&-0.1% | 1&-12 | 4&-1

Next part, overlapping the part above by four compounds.
SMILES | RXFP1 antagonist | D1 PAM | D1 antag | D2 agonist | TRHR enhancer | D2 antag | RXFP1 ag | D2 potentiator | D1 ag
Cc1ccc(C)c(OCCC(=O)N2CCN(S(=O)(=O)c3cc(F)ccc3F)CC2)c1 | -4 | -8 | 4 | 0.1 | 2 | -10 | -1.2% | -10 | 3
CC1(c2ccc3ccccc3c2)NC(=O)N(CC(=O)N2CCN(c3ccccc3O)CC2)C1=O (configuration not stated) | -4 | 0 | 0 | 0.1 | 7 | 7 | 2.5% | 9 | 2
CCCN(CCC)CCNC(=O)C1CCCN(S(=O)(=O)c2ccc3c(c2)oc(=O)n3C)C1 (configuration not stated) | 1 | 1 | 0 | 0.3 | 0 | 8 | 3.6% | -25 | 1
CCOC(=O)c1cccc(NC(=O)CCn2nc(C)c(S(=O)(=O)N3CCCCC3)c2C)c1 | 6&-5 | -7&-1 | -4&-15 | 0.1&0.5 | -6&0 | 0 | -1.3%&-0.1% | 1&-12 | 4&-1
COCCCN1C(=O)c2ccc(C(=O)O)cc2C1=O | 10 | 0 | -10 | -0.5 | -2 | -21 | 0.0% | 4 | 1
CC(=O)NCCc1ccc(-c2csc(NC(=O)C3CC(=O)N(C4CCCC4)C3)n2)cc1 (configuration not stated) | -3 | -6 | 10 | -0.3 | -3 | -1 | 2.1% | 5 | 0
COCCn1nnnc1C(c1cc2cc(OC)ccc2[nH]c1=O)N1CCC(Cc2ccccc2)CC1 (configuration not stated) | . | -1 | 10 | 1.3 | 2 | -12 | 0.8% | . | 16
O=C(OC(C(=O)NCC1CCCO1)c1ccc(F)cc1)c1cccs1 (configuration not stated) | -15 | -7 | 0 | -0.1 | 2 | -5 | 0.1% | -13 | 0
OC(COC(c1ccc(F)cc1)c1ccc(F)cc1)CN1CCCC(C(F)(F)F)C1 (configuration not stated) | -17 | -8 | -14 | . | -7 | . | 4.1% | . | 2
O=C1C2=C(c3ccccc31)[N+](=O)[C@@H]1CCCC[C@@H]1N2[O-] | -3 | -6 | -3 | 0.3 | -5 | 7 | 2.2% | -4 | 0
Cc1ccc(C(=O)NCCCc2ccccc2)s1 | -21 | 15 | 21 | -1.1 | 5 | 10 | -1.0% | 9 | -1
O=C(CNC(=O)c1ccccc1)NCc1nc2ccccc2[nH]1 | 7 | 2 | 1 | -0.5 | 5 | -4 | -0.2% | 4 | 3
O=C(CN1C(=O)/C(=C\c2cccs2)SC1=S)Nc1cccc(C(=O)O)c1 | 5 | 4 | -11 | -0.5 | 2 | -1 | 0.5% | -1 | 3
CCOc1ccc(NC(=O)CSc2nnc(Cn3cnc([N+](=O)[O-])n3)n2C)cc1 | 0 | 1 | 5 | 0.8 | 1 | 5 | 1.2% | 9 | 1
COc1ccc(CCN(Cc2cccs2)S(=O)(=O)c2ccc(-n3cnnn3)cc2)cc1OC | 9 | 2 | 8 | 0.7 | -10 | 1 | 2.8% | -5 | 2
Cc1cccc(-n2ccc(=O)c(C(=O)Nc3ccc(S(=O)(=O)Nc4nccs4)cc3)n2)c1 | 7 | -4 | -13 | -0.2 | 13 | -3 | 3.0% | -3 | 2
Nc1ccccc1SCc1cn2cccnc2n1 | . | -4 | -3 | 0.3 | -4 | 2 | -1.1% | -2 | 2
Cc1ccc(NC(=O)CS(=O)CC(=O)NCC2CCCO2)cc1 (configuration not stated) | -5 | 2 | 2 | 0.4 | -1 | -6 | 0.0% | -5 | 1
CCOC(=O)C1=C(C)N(CCO)C(=O)NC1c1cccc(O)c1 (configuration not stated) | -2 | 0 | 9 | -1.5 | -8 | 2 | 0.1% | -5 | 1
COCCn1c(SCC(=O)Nc2nc(C)cs2)nnc1C(C)C | -3 | -1 | 1 | 0.6 | -3 | -10 | 0.8% | -4 | 3
O=C(CCN1C(=O)/C(=C\c2cccs2)SC1=S)Nc1nccs1 | -1 | 8 | 5 | 0.8 | 8 | 0 | 0.2% | -4 | 2
Oc1c(-c2cc(-c3ccco3)[nH]n2)ccc2ccccc12 | -3 | 1 | 1 | 0.3 | 2 | -5 | 0.1% | 4 | 0
CCc1cccc(NC(=O)CCNS(=O)(=O)c2ccc3c(c2)oc(=O)n3C)c1 | -6 | -2 | -9 | 0.0 | -3 | 17 | 0.0% | -8 | 4
COc1ccc(N(CC(=O)NC2CC3CCC2C3)S(=O)(=O)c2ccccc2)cc1Cl (configuration not stated) | -2 | 2 | 7 | 0.1 | -1 | -10 | -1.9% | 12 | 4
NS(=O)(=O)c1ccc(NC(=S)NNC(=O)c2cccs2)cc1 | 14 | -3 | -7 | 1.1 | 7 | -5 | 0.8% | 5 | 1
O=C(Nc1cccc([N+](=O)[O-])c1)Nc1cccs1 | -2 | -12 | -35* | . | 1 | 7 | 2.9% | -7 | 24
COc1ccc(NC(=O)Cn2cc(S(=O)(=O)N3CCC(C)CC3)c3ccccc3c2=O)cc1Cl | . | 6 | -11 | . | -4 | . | 3.6% | 3 | 2
O=C(NC(=S)Nc1ccc(F)cc1)c1ccc2c(c1)OCCO2 | -12 | -4 | -3 | 0.6 | 33* | 13 | 1.4% | -4 | 3
CC1C/C(=N\NC(=O)c2cccnc2)CC(C)(C)C1 (configuration not stated) | -14 | -5 | 8 | 5.3 | -3 | 8 | 2.0% | -2 | 3
COc1ccccc1CCNC(=O)C(=O)NCC(c1cccs1)S(=O)(=O)c1cccs1 (configuration not stated) | . | -3 | . | 0.2 | -3 | . | -0.8% | -5 | 7
Nc1nc2ccccc2n1C(=O)c1ccco1 | -6 | -4 | -14 | 0.0 | -4 | 10 | -4.8% | 4 | 2
O=C(NCCC1CCCCN1S(=O)(=O)c1cccs1)C(=O)Nc1ccccc1F (configuration not stated) | -6 | -5 | 2 | . | 1 | . | -0.2% | . | 4
Cc1ccc(NC(=O)CCC(=O)Nc2nnc(C3CCCCC3)s2)cc1 | 10 | -9 | -23 | -0.3 | -2 | 8 | 2.2% | 6 | 3
COc1ccc(-n2c(SCC(=O)NCc3ccco3)nc3c([nH]c4ccccc43)c2=O)cc1 | . | -1&8 | -6&1 | -1.0&-1.1 | -1&9 | -2 | 8.5%&0.3% | -4&12 | 2&15
N/C(Cc1ccc([N+](=O)[O-])cc1)=N\OC(=O)CC1CCCCC1 | -3 | 9 | -23 | 0.4 | 1 | 3 | 5.1% | 3 | 1
Cc1c(Cl)cccc1NCC(=O)Nc1ccc(Cl)cc1F | -3 | -2 | -15 | -0.1 | 1 | -2 | 0.2% | -5 | 1
O=c1c2sc3nc(N4CCOCC4)c4c(c3c2ncn1CCc1ccccc1)CCCC4 | 0 | -9 | -7 | -0.4 | 5 | 9 | 5.5% | -1 | 2
CCOC(=O)C(CC)n1cnc2c(nnn2-c2ccc(C)cc2)c1=O (configuration not stated) | -7 | -2 | -14 | 0.5 | -4 | -7 | 0.6% | -4 | 3
Cc1ccc(NC(=O)NNC(=O)C2CCN(Cc3ccc(F)cc3Cl)CC2)cc1 | -8 | -4 | -2 | -0.4 | -6 | -2 | -0.8% | 4 | 8
CCOC(=O)N1CCN(C(=O)COC(=O)CN(C)S(=O)(=O)c2ccc(NC(C)=O)cc2)CC1 | -5 | 4 | -1 | 1.0 | -2 | 5 | 0.4% | -4 | 1
C=CCn1c(SCc2nc3ccccc3[nH]2)nnc1-c1ccc(OC)cc1 | -5 | -3 | -23 | 0.7 | 1 | -3 | -0.2% | -9 | 4
COCCn1c(CCC(=O)O)ccc1-c1cccs1 | -37 | 4 | 20 | 0.0 | -4 | 0 | -0.3% | 1 | 3
CNc1cnn(-c2ccc(C)cc2)c(=O)c1Sc1ccc(C)cc1 | -3 | -3 | 4 | 0.5 | 10 | -12 | 9.2% | -1 | -2
O=C(Nc1ccc(Cl)cc1)c1cc2c(cc1O)[nH]c1ccccc12 | -64* | -10 | -38* | 4.8 | -8 | 19 | 4.8% | 20 | 19
CC(C)CN(C(=O)COC(=O)C12CC3CC(CC(C3)C1)C2)c1c(N)n(Cc2ccccc2)c(=O)[nH]c1=O | -4 | 2 | 15 | -0.7 | 1 | -12 | -0.5% | 6 | 12
CCOC(=O)N1CCN(C(=O)CNC(=O)c2ccc(Br)cc2)CC1 | -6 | 2 | 4 | 0.5 | 9 | 24 | 3.1% | -26 | 2
N/C(=N\c1nc2ccccc2o1)NC(=O)c1ccccc1 | -7 | -1 | 6 | 0.5 | -1 | -11 | 0.8% | 3 | 3

Assay outcomes as filed in PubChem.
